# Screening data deposited in PubChem by National Center for Advancing Translational Sciences (NCATS).
# LDHA inh: LDHA (human) enzyme inhibition | P00338 | 0.15% of 480,000 active | activity change, % (values are at about 110 or 230 µM) | AID 1347041 | purified LDHA, NADH/diaphorase-resazurin fluorescence; active compounds read low; in the data active = activity change below about -30%;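 note: plate controls were DMSO wells for no effect and wells without enzyme for full effect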
#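 Resorufin fluorescence (ex540/em590), read at 0 and 20 min after diaphorase/resazurin addition, reports the NADH left after a 5 min room-temperature reaction of 2 nM human LDH5 with 0.06 mM NADH and 0.2 mM pyruvate.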
# Starred values were filed as active, the others as inactive. Not all compounds are listed (hit frequency here may not be typical).
LDHA inh	Molecule
-7	CC1(C)CC(=O)c2cc(C#N)c(=O)n(-c3cccc(Cl)c3)c2C1
6	CC1=C/C(=N/NC(=S)NC2CCCCC2)CC1
1	O=C(/C=C/c1ccc(OC(F)(F)F)cc1)Nc1cccc([S+](=O)([O-])Nc2ccccc2F)c1
14	C=C(Cl)COc1cc(Cl)ccc1C(N)=O
5	CC(c1ccccc1)C(CC(=O)O)C(=O)O (configuration not stated)
-1	COC(=O)c1ccc(/C=C(/C#N)C(=O)Nc2ccc(N3CCOCC3)cc2)cc1
7	COc1ccc(C(NC(=O)C2CCCC2)c2nccc3cc(OC)c(OC)cc23)cc1OC (configuration not stated)
12	Clc1ccc(Nc2nc(NC3CCCC3)nc3c2cnn3-c2ccccc2)cc1
-1	Cc1[nH]c2ccccc2c1C(=O)C(C)Oc1ccccc1F (configuration not stated)
7	COc1cc2oc(=O)c(CC(=O)NCCCN(C)C)c(C)c2cc1Cl
-2	O=C(NCc1cccnc1)c1cc(S(=O)(=O)C2CCS(=O)(=O)C2)ccc1F (configuration not stated)
1	CC(C)C(=O)NC(NC(=O)C(C)C)c1cc(Br)ccc1F
3	COc1ccc2oc(=O)c(C(=O)N3CCCCC3C)cc2c1 (configuration not stated)
3	CSc1ccccc1NC(=O)c1ccc(OCC2CCCO2)cc1 (configuration not stated)
5	Cc1ccc(Sc2cc3ccccc3oc2=O)cc1
0	CCOc1ccccc1NC(=O)/C=C/c1ccc2ccccc2n1
2	O=c1c2cnn(-c3ccc(F)cc3)c2ncn1CC(O)COc1ccc(Cl)cc1Cl (configuration not stated)
5	CC(C)=CC1C(C(=O)N(C)CC(N)=O)C1(C)C (configuration not stated)
-20	NCc1cccc(NC(=O)c2ccncc2)c1
12	Cc1c(Cl)cccc1NC(=O)CSC1=NS(=O)(=O)c2ccccc2N1Cc1ccccc1
12	CSc1ccc(/C=N/Nc2ccc(F)cc2F)cc1
-4	CC(C)C(=O)N(Cc1ccccc1)Cc1cc2ccccc2[nH]c1=O
6	C=CCNC(=O)COC(=O)c1c(C)c(-c2ccccc2)nc2ccccc12
1	N#Cc1ccccc1C(=O)c1ccc(Br)cc1
0	CC(Oc1ccc(C#N)cc1)C(=O)NOCc1ccccc1 (configuration not stated)

# Further entries:
LDHA inh	Molecule
1	Cc1nn(Cc2ccccc2)c(C)c1NC(=O)COCc1cc(-c2ccco2)on1
5	COc1c(CNC2CCN(Cc3ccccc3)C2)c(C)nn1C (configuration not stated)
8	O=C(c1cc(Cl)ccc1Cl)N1CCC(c2nc3ccccc3o2)CC1
-1	Cc1nc(CSc2ccccc2C(=O)N2CCCc3ccccc32)no1
-1	Cn1c(=O)[nH]c(=O)c2c1nc(N1CCC(C(N)=O)CC1)n2Cc1ccccc1F
6	CCOC(=O)CSc1nnc2n(CC)c(=O)c3c(n12)-c1ccccc1CC31CCCCC1
6	O=C(c1sc2cc(F)ccc2c1Cl)N1CCCCC1
4	COc1ccc(/C(O)=C2\C(=O)C(=O)NC2c2ccc(C(C)(C)C)cc2)cc1F (configuration not stated)
2	COc1ccc2cc(CNC3CCCc4ccccc43)ccc2c1 (configuration not stated)
-17	O=C(NCCCCc1ccccc1)c1cc(=O)c2ccccc2o1
16	COc1ccc(NC(C)=O)cc1NC(=O)c1cnc2ccccc2n1
3	O=C(COC(=O)C1C2CCC(C2)C1C(=O)OCC(=O)c1ccc(OC(=O)c2ccco2)cc1)c1ccc(OC(=O)c2ccco2)cc1 (configuration not stated)
3	O=C(COC(=O)CCc1c[nH]c2ccccc12)NC1CC1
-5	COc1ccc(C(=O)N2CCN(Cc3cc(=O)n4ccsc4n3)CC2)cc1F
2	CCOC(=O)c1c(C)c(C(=O)Nc2ccc(C)c(F)c2)c(C)n1C
5	COC(=O)/C(C#N)=C\c1cc(Br)c(O)c(OC)c1
2	Cc1cc(C)cc(C(=O)c2c(-c3ccccc3)cc3ccccn23)c1
-4	CCOC(=O)c1nc2ccccc2nc1NCCc1ccc(OC)c(OC)c1
-3	COc1ccc(Nc2nc(N3CCN(c4ccccc4)CC3)c3nccnc3n2)cc1
0	O=C(NC1CCCCCCC1)c1cc(Sc2cccc(Cl)c2)nc2ccccc12
-1	CCOc1ccc(C(CC(=O)Nc2ccc(C)cc2C)N2Cc3ccccc3C2=O)cc1OC (configuration not stated)
-7	CC1=C(C(=O)OC(C)(C)C)C(c2ccccc2Cl)NC(=S)N1 (configuration not stated)
0	O=C(COC(=O)Cc1ccc(F)cc1)NCc1ccc(Cl)cc1
-7	Cc1c(Cl)cccc1NC(=O)N1Cc2cccn2-c2ccccc21
1	CCOC(=O)Cn1c(=O)n2nc(Cc3ccccc3)nc2c2c3c(sc21)COC(C)(C)C3

# The list goes on:
LDHA inh	Molecule
11	Cc1ccc(NS(=O)(=O)c2ccc3oc(=O)ccc3c2)c(C)c1
1	O=C(O)c1cccc(-c2ccc(CNC3CCCCC3)o2)c1
1	CCn1c(Br)nc2c1c(=O)n(C)c(=O)n2C
-4	CC(NC(=O)C(C#N)C(=O)c1ccc(F)cc1)c1ccccc1 (configuration not stated)
-12	Cc1cccc(C(=O)NCCC(=O)NCC2CCCCC2)c1
10	CCCN(CCC)CCNC(=O)Cn1c(C)c(C(=O)OCC)c(C)c1-c1ccccc1
-2	N#Cc1c(N)n[nH]c1CCCNC(=O)c1ccc(Cn2nnc3ccccc32)cc1
3	CCOCCCNC(=O)C1CCCCC1
5	CCCCN(C(=O)c1ccc2c(=O)n3c(nc2c1)CCCCCC3)c1ccccc1
-5	CCN(CC)CCNC(=O)CCc1ncc(-c2ccc(F)cc2)o1
5	C/C(=C\c1ccccc1)C1Nc2ccc3ccccc3c2C2=C1C(=O)CC(C)(C)C2 (configuration not stated)
-5	CC(C)CNC(=O)NCCn1c(-c2ccccc2)nc2ccccc21
-6	COC(=O)NCCC(c1ccccc1)c1ccccc1
85	CC(=O)C(=Cc1ccc(-c2cccc([N+](=O)[O-])c2)o1)C(C)=O
10	CCC(C)c1ccc(NC(=O)c2ccccc2OC)cc1 (configuration not stated)
0	COc1ccc(-c2nc3ccccc3c(C)c2C#N)cc1
-2	N#Cc1ncn(Cc2nc(-c3ccc(F)cc3)no2)n1
-5	Cc1cc(CSc2ncccc2C(=O)Nc2ccnn2Cc2ccccc2)no1
8	CCOC(=O)c1ccc2ncc(C(=O)OCC)c(Nc3ccccc3CC)c2c1
4	C/C=C/c1ccc(OCC(=O)OCC(=O)c2ccc3c(c2)OCO3)c(OC)c1
-8	CCOc1ccccc1Oc1coc2cc(OC(=O)c3ccc(C)cc3)ccc2c1=O
-20	Cc1nc2cc(F)ccc2cc1C(=O)N1CCN(Cc2ccccc2)CC1
21	Oc1ccccc1Oc1ccc2nnc(-c3ccccc3)n2n1
4	O=C(NC1CC1)C1CCCN(c2ncnc3nc[nH]c23)C1 (configuration not stated)
-12	Cc1nc2ccccc2c(C)c1CC(=O)NC(C)c1ccco1 (configuration not stated)

# Rewritten with tabs: 2 of the compounds above
SMILES	LDHA inh
COc1ccc(-c2nc3ccccc3c(C)c2C#N)cc1	0
N#Cc1ncn(Cc2nc(-c3ccc(F)cc3)no2)n1	-2

# The list continues:
LDHA inh	Molecule
15	COc1cccc(C2c3c(ncn(-c4ccc(C#N)cc4)c3=N)Oc3ccc4ccccc4c32)c1 (configuration not stated)
-14	CCCn1c(SCc2ncc(-c3ccc(F)cc3)o2)n[nH]c1=O
-23	CC(C)c1nc2sc3c(NCCO)ncnc3c2c2c1COC(C)(C)C2
2	CC1CCCC(NC(=O)CSCc2cccs2)C1 (configuration not stated)
0	Cc1ccc(CNC(=O)CSc2nc3ccccc3nc2N2CCCC2)cc1
1	O=C(Nc1c(NCc2ccccc2)c2ccccc2oc1=O)c1ccccc1F
-2	COCCN(Cc1cccs1)C(=O)C1CC1
9	O=C(CN1CCN(C(=O)c2cc(-c3ccccc3)n[nH]2)CC1)N1CCCCC1
11	COc1ccccc1NC(=O)CSc1nc2c(c(=O)[nH]1)CN(Cc1ccc3c(c1)OCO3)CC2
2	Cc1cccc2c1NC(=O)C21CC(=O)Nc2c1sc(C(=O)O)c2-c1ccccc1 (configuration not stated)
-12	O=C(Cc1cccs1)Nc1c(NC2CCCC2)c2ccccc2oc1=O
-3	COc1cc(Nc2nc3ccccc3nc2NS(=O)(=O)c2cc(C)ccc2C)cc(OC)c1
-14	Cc1cccc(OCC(=O)Nc2ccc3oc(C)nc3c2)c1
-8	CC(=O)Nc1ccc(NC(=O)c2cc(=O)c3cc(Cl)ccc3o2)cc1
-2	Cc1ccccc1CNC(=O)c1cc(=O)[nH]c2ccccc12
-2	CCN(CC)C(=O)COc1ccc2c(C)cc(=O)oc2c1
-1	Cc1cc(C)n(-c2nc3c(c(=O)n(C)c(=O)n3C)n2Cc2ccccc2Cl)n1
-1	COc1cc(F)ccc1-c1ccc(=O)n(Cc2cccc(F)c2)n1
1	O=S(=O)(/N=c1\ssc(-c2ccccc2)c1Cl)c1ccccc1
1	Cc1nc(COc2ccccc2C(=O)N2CCc3ccccc32)no1
3	CCOC(=O)c1cnc(NC2CCCC2)c2ccccc12
-2	Cc1ccc(-n2ccc3nc(N4CCCC4)ncc3c2=O)cc1C
3	COC(=O)[C@H](NC(=O)Nc1ccc(C)cc1C)C(C)C
-4	Cc1ccc(C)c(NC(=O)C(C)SCCO)c1 (configuration not stated)
-6	O=C(NCC1(N2CCOCC2)CCSC1)Nc1ccccc1F (configuration not stated)

# A few values from the entries so far:
# In LDHA inh, CC1CCCC(NC(=O)CSCc2cccs2)C1 (configuration not stated) is listed with 2
# In LDHA inh, COCCN(Cc1cccs1)C(=O)C1CC1 is listed with -2
# In LDHA inh, Cc1cccc(OCC(=O)Nc2ccc3oc(C)nc3c2)c1 is listed with -14
# In LDHA inh, O=C(NCC1(N2CCOCC2)CCSC1)Nc1ccccc1F (configuration not stated) is listed with -6

# More structures follow.
LDHA inh	Molecule
12	Cc1ccc(CNS(=O)(=O)c2cc(-c3cc(C(F)(F)F)on3)ccc2C)cc1
-2	COc1ccc(C2C3=C(CCCC3=O)OC3=C2C(=O)CCC3)cc1OC
3	CCc1ccc(NC(=O)c2cnc(N3CCOCC3)c3ccccc23)cc1
3	CN(C)c1cccc(C(=O)NNC(=O)c2ccc(CSc3ccc(Cl)cc3)cc2)c1
-1	COc1ccc(Cc2nnc3n2N(C(C)=O)C(c2ccc(Cl)c(Cl)c2)=C(C(C)=O)S3)cc1
-3	CC(C)NC(=O)c1nc(-c2ccc3[nH]ccc3c2)no1
14	CCOC(=O)c1ccc(NC(=O)C2CC(=O)Nc3cc(F)ccc32)cc1 (configuration not stated)
-4	O=C(Nc1cc(C(F)(F)F)ccc1C(=O)O)c1ccccc1Cl
6	CCCCCCCCOc1ccc(/C=C(/C#N)c2ccccn2)cc1
12	CC1=C/C(=N/Nc2nc3ccccc3[nH]2)CC1
4	COc1ccc(OC)c(NC(=O)Cn2nc3ccc(SC4CCCCC4)nn3c2=O)c1
-32*	CC(C)c1cccc(C(C)C)c1NC(=O)C1CC=CCC1 (configuration not stated)
-1	CCCc1ccc(NC(=O)Cn2cnc3c2c(=O)n(C)c(=O)n3C)cc1
5	C=CCNC(=O)NC(=O)CN(C)CCOc1ccc(Cl)cc1
0	CCCNc1nc2ccccc2nc1C(=O)Nc1ccc(C)cc1
5	Cc1ccc(S(=O)(=O)N2CCN(C(=O)NCC3CN(CC(C)C)CCO3)CC2)cc1 (configuration not stated)
-8	Cc1oc(-c2ccccc2)nc1CC(=O)NCC1(N(C)C)CCCCCC1
5	CCN1CCN(c2ccc(NC(=O)c3cnc4ccccc4n3)cc2C)CC1
-1	O=C1C(Nc2ccccc2)=CC(c2ccc3c(c2)OCO3)N1c1ccccc1 (configuration not stated)
4	COc1ccc(C2CCCN2C(=O)c2ccc(-n3cccn3)cc2)c(OC)c1 (configuration not stated)
0	O=C(CSc1nnc2c3c4c(sc3ncn12)CCCC4)Nc1ccc(F)cc1F
0	O=C(NCCCNC(=O)c1cc2ccccc2[nH]1)c1ccc(F)cc1
-4	CNC(=S)NNC(=O)C1CC1
1	CCCc1cc(=O)oc2c(C)c(OCC(=O)OC(C)(C)C)ccc12
8	CN(C)c1ccc(C(=O)Nc2ccccc2-c2ccccc2)cc1

# Already shown: an excerpt of the list.
LDHA inh	Molecule
12	Cc1ccc(CNS(=O)(=O)c2cc(-c3cc(C(F)(F)F)on3)ccc2C)cc1
-2	COc1ccc(C2C3=C(CCCC3=O)OC3=C2C(=O)CCC3)cc1OC
3	CCc1ccc(NC(=O)c2cnc(N3CCOCC3)c3ccccc23)cc1
3	CN(C)c1cccc(C(=O)NNC(=O)c2ccc(CSc3ccc(Cl)cc3)cc2)c1
-1	COc1ccc(Cc2nnc3n2N(C(C)=O)C(c2ccc(Cl)c(Cl)c2)=C(C(C)=O)S3)cc1

# Following part.
LDHA inh	Molecule
8	CCCC(C)(C)NC(=O)CCc1ccc(OC)c(OC)c1OC
-3	CCCn1c(NC(=O)c2nn(C)c(=O)c3ccccc23)nc2ccccc21
6	COCCNC(=O)C1CCCN(C(=O)c2cc3ccccc3[nH]2)C1 (configuration not stated)
6	COc1ccc(O)c(C(=O)c2cc(C#N)c(=O)n(-c3cc(C)c(Cl)cc3OC)c2)c1
16	CC(=O)c1c(C)[nH]c(C(=O)OCc2cc(=O)oc3cc(C)c(C(C)C)cc23)c1C
1	Cc1[nH]c2ccc(C(=O)NCC(=O)NC(C)C)cc2c1C
2	CC1CCN(CC(O)COCc2ccccc2)CC1 (configuration not stated)
1	CCCCCNC(=O)NC(C)C(=O)NCC (configuration not stated)
1	O=C(O)CCc1ccc(S(=O)(=O)Nc2ccc(-c3ccccc3)cc2)cc1

# Fetched by compound from above, 6 records:
LDHA inh	Molecule
0	COc1ccc(-c2nc3ccccc3c(C)c2C#N)cc1
3	CCc1ccc(NC(=O)c2cnc(N3CCOCC3)c3ccccc23)cc1
5	C=CCNC(=O)NC(=O)CN(C)CCOc1ccc(Cl)cc1
-5	CC(C)CNC(=O)NCCn1c(-c2ccccc2)nc2ccccc21
-8	CC(=O)Nc1ccc(NC(=O)c2cc(=O)c3cc(Cl)ccc3o2)cc1
2	CC1CCCC(NC(=O)CSCc2cccs2)C1 (configuration not stated)
